# RPL19A TOR yeast – alters RPL19A-GFP fluorescence in TOR pathway yeast screen; AID 2025; S. cerevisiae RPL19A-GFP strain, flow cytometry, 3 h; stronger effect = lower value; percent response vs DMSO, % at 10 µM; 330,000 compounds, 0.3% hits;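 active means percent response vs DMSO below 50%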;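 further: median channel GFP fluorescence of the barcoded RPL19A-GFP strain; ratio of sample median GFP to plate DMSO average so 100% = DMSO; lower means less RPL19A-GFP as with rapamycin TOR inhibition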
# procasp3 activ – activators of human procaspase-3 | recombinant procaspase-3 D3A, Ac-DEVD-pNA absorbance 405 nm | 330,000 compounds, 0.11% hits | activation, % at 8.5 µM | P42574;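 active means activation above the mean of all tested compounds plus 3 SD, cut at about 21% in these data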;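 further: 0% = DMSO alone and 100% = DMSO wells spiked with extra 5 µM PC-3 D3A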
#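 assay system = Procaspase-3 D3A mutant | signal = absorbance at 405 nm, 0 and 120 min | times = 1 h preincubation plus 2 h reaction at 25 °C | repeats = single replicate | read-out = % activation between DMSO and enzyme-spiked controls | medium = Zinc-free HEPES saline buffer with Triton X-100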
# CIT2 TOR yeast – alters CIT2-GFP fluorescence in TOR pathway yeast screen; AID 2029; GFP response vs DMSO, % at 10 µM; 320,000 compounds, 0.065% hits; S. cerevisiae CIT2-GFP strain, flow cytometry, 3 h; 100 means same as DMSO wells;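 active means GFP response relative to DMSO above a set limit, near the screen mean plus 3 SD, cut at about 150% in these data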;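 further: ratio of well median GFP fluorescence to mean of DMSO wells on the plate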
# MEP2 TOR yeast – alters MEP2-GFP fluorescence in TOR pathway yeast screen. AID 2016. GFP response vs DMSO, % at 10 µM. 330,000 compounds, 0.51% hits. S. cerevisiae MEP2-GFP strain, flow cytometry GFP, 3 h; 100% = DMSO control level;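 active means GFP response versus DMSO above a set limit, roughly screen mean plus 3 SD, cut at about 180% in these data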;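 further: median GFP fluorescence of the barcode-gated MEP2-GFP cells per well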
# procasp7 counter – counter-screen: procaspase-7 (human) activation | P55210 | activation, % at 8.5 µM | recombinant procaspase-7, Ac-DEVD-pNA absorbance 405 nm; D23A/D198A/D206A triple mutant, cannot self-cleave; scale: DMSO 0, 5 µM enzyme 100 | AID 463210 | 330,000 compounds, 0.093% hits;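 active means percent activation above the screen-wide mean plus 3 SD, cut at about 25% in these data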
#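 Detection: p-Nitroaniline absorbance at 405 nm, read at 0 and 120 min; system: Uncleavable procaspase-7 mutant enzyme; evaluation: % activation from two-timepoint absorbance difference, scaled to controls; times: 1 h enzyme–compound preincubation and 2 h substrate reaction, both 25 °C; buffer or medium: Zinc-free HEPES pH 7.4 with 300 mM NaCl, 0.01% Triton X-100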
# AGP1-GFP MLPCN – alters AGP1-GFP fluorescence in TOR pathway yeast screen; S. cerevisiae AGP1-GFP multiplex flow cytometry, 3 h; GFP as percent of DMSO wells; AID 2066; GFP response vs DMSO, % at 10 µM; 320,000 compounds, 0.02% hits;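 active means GFP response relative to DMSO above a set limit, near screen average plus 3 SD, cut at about 150% in these data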;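 further: median GFP channel fluorescence of the gated AGP1 strain per well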
# AHR act – activators of human aryl hydrocarbon receptor; AHR-responsive luciferase reporter cells, luminescence; activation, % at 5 µM; 320,000 compounds, 2.5% hits; AID 2796; P35869; in the data active means activation above about 47%;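 further: 0% = vehicle wells and 100% = reference agonist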
# Target sequence (P35869 whole entry, looked up): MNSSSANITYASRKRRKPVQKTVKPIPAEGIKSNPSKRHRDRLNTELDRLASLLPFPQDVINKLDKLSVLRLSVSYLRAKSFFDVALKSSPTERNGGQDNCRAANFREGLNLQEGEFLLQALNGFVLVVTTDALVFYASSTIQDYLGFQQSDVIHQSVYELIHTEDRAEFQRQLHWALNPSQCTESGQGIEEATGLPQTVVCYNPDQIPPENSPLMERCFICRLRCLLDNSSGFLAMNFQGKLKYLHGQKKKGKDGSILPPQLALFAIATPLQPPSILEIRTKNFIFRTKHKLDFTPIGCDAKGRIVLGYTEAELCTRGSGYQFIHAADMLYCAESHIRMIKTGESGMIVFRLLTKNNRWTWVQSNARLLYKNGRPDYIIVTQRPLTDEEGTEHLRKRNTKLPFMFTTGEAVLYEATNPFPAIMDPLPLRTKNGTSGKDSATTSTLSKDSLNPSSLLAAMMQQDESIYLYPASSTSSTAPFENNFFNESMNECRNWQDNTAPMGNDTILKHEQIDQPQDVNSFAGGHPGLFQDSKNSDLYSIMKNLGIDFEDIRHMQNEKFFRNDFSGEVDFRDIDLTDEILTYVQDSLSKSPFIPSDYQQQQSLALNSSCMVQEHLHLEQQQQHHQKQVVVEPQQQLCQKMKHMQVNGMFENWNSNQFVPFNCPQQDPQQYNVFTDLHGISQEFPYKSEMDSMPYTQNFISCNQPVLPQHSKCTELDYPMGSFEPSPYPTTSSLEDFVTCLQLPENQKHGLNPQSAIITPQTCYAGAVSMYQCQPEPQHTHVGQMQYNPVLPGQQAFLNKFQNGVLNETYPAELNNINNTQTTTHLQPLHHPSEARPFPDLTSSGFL
# LAP4 TOR yeast – yeast TOR pathway LAP4-GFP modulation. S. cerevisiae LAP4-GFP multiplex, flow cytometry GFP, 3 h; median GFP as percent of DMSO wells. GFP response vs DMSO, % at 10 µM. 320,000 compounds, 0.34% hits. AID 2023;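 active means GFP response vs DMSO above a set limit, about the screen mean plus 3 SD, cut at about 150% in these data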
# The depositor's hits bear a star; x = no result given. Hits appear at their usual frequency; overall some 3.5% were active at least once.
# Start of the listing, in advance:
1: COc1ccc(Br)cc1S(=O)(=O)N1CCN=C1C
2: O=C(COc1ccc2ccc(=O)oc2c1)Nc1ccc(N2CCOCC2)cc1
3: Cc1oc2c(CN3CCCC(C)C3)c(O)ccc2c(=O)c1-c1ccccc1 (configuration not stated)
4: COc1ccc(-c2ccc(=O)n(CC(=O)Nc3cccc(O)c3)n2)cc1OC

assay / entry,1,2,3,4
RPL19A TOR yeast,100,100,50,102
procasp3 activ,-7,1,-2,-3
CIT2 TOR yeast,94,100,94,95
MEP2 TOR yeast,101,102,253*,106
procasp7 counter,5,6,9,11
AGP1-GFP MLPCN,97,96,56,100
AHR act,1,0,0,6
LAP4 TOR yeast,97,100,99,102

# Results, from the first entry:
1: COc1ccc(Br)cc1S(=O)(=O)N1CCN=C1C
2: O=C(COc1ccc2ccc(=O)oc2c1)Nc1ccc(N2CCOCC2)cc1
3: Cc1oc2c(CN3CCCC(C)C3)c(O)ccc2c(=O)c1-c1ccccc1 (configuration not stated)
4: COc1ccc(-c2ccc(=O)n(CC(=O)Nc3cccc(O)c3)n2)cc1OC
5: COCCN(C(=O)CCC(=O)Nc1ccccn1)C(C(=O)NCCC(C)C)c1ccc(F)cc1 (configuration not stated)
6: Cc1ccn2c(=O)nc(SCC(=O)OCc3ccccc3)nc2c1
7: CC1=C(C(=O)Nc2ccccc2)C(c2cccs2)C(C#N)=C(SCC#N)N1 (configuration not stated)
8: COc1ccc(CC2(CO)CCN(C(C)COc3ccccc3)CC2)cc1 (configuration not stated)
9: Cc1ccc(-c2nn(-c3ccccc3)cc2/C=C/C(=O)Nc2nccs2)cc1
10: C=C(C)COc1ccc(-c2ncncc2-c2ccc(Cl)cc2)c(O)c1

assay / entry,1,2,3,4,5,6,7,8,9,10
RPL19A TOR yeast,100,100,50,102,105,89,98,98,103,105
procasp3 activ,-7,1,-2,-3,-2,-3,-14,-3,-1,-2
CIT2 TOR yeast,94,100,94,95,102,82,102,97,97,100
MEP2 TOR yeast,101,102,253*,106,109,92,98,96,104,106
procasp7 counter,5,6,9,11,1,3,-10,11,2,1
AGP1-GFP MLPCN,97,96,56,100,99,94,97,96,104,101
AHR act,1,0,0,6,0,0,18,0,35,21
LAP4 TOR yeast,97,100,99,102,95,96,96,96,105,x

11: CCOC(=O)C(C)n1nc(/C=C/c2ccc(OC)cc2)ccc1=O (configuration not stated)
12: CCN(CC(=O)Nc1ccc(OC)cc1)C(=O)c1ccc2[nH]c3c(c2c1)CC(C)CC3 (configuration not stated)
13: Cc1cc(C(=O)N2CCCC(N3CCN(c4ccc(F)cc4)CC3)C2)no1 (configuration not stated)
14: COc1cc2c(c(OC)c1OC)-c1ccc(OC)c(=O)cc1[C@@H](N(C)CC#CCO)CC2
15: CC(=O)N1CCN(S(=O)(=O)c2cccc(C(=O)NC3CCCC3)c2)CC1
16: O=[N+]([O-])c1ccc(-c2cnc3ccccc3n2)cc1
17: COc1ccc(NC(=O)CN(C)S(=O)(=O)c2ccc3c(c2)OCCO3)c2ncccc12
18: CC(=O)c1sc(NC(=O)CN2C(=O)NC3(CCCC3)C2=O)nc1-c1ccccc1
19: CCOc1ncccc1C(=O)Nc1ccccc1F
20: O=C(NCc1ccc(F)cc1)C1CC(=O)N(C2CCCCCCC2)C1 (configuration not stated)

assay / entry,11,12,13,14,15,16,17,18,19,20
RPL19A TOR yeast,99,93,93,101,93,111,100,105,105,102
procasp3 activ,7,0,4,8,10,1,-5,3,7,1
CIT2 TOR yeast,103,93,97,100,96,104,103,95,121,104
MEP2 TOR yeast,93,98,100,103,96,113,97,107,103,91
procasp7 counter,8,-10,3,4,-6,9,-2,11,1,5
AGP1-GFP MLPCN,103,95,105,101,90,104,105,108,112,101
AHR act,1,13,6,0,2,1,2,2,-1,2
LAP4 TOR yeast,104,96,107,93,93,104,98,114,107,92

21: CCCCCn1c(N2CCC(C(N)=O)CC2)nc2c1c(=O)[nH]c(=O)n2C
22: Cc1noc(/C=C/c2ccco2)c1S(=O)(=O)N1CCC(C(=O)N2c3ccccc3CC2C)CC1 (configuration not stated)
23: Nn1c(SCC(=O)N2CCc3ccccc3C2)nnc1-c1cccs1
24: CCOC(=O)C(NC(=O)CC)(Nc1ccc(S(N)(=O)=O)cc1)C(F)(F)F (configuration not stated)
25: O=C(NCCCN1CCOCC1)C(=O)NCc1ccccc1
26: Cc1cc(C)cc(C(=O)OCC(=O)NCC(F)(F)F)c1
27: NS(=O)(=O)c1ccc(CCNC(=O)c2ccc(Br)s2)cc1
28: O=[N+]([O-])c1ccc(CS(=O)(=O)c2ccc(Cl)cc2)cc1
29: Cc1ccc(NC(=O)N(Cc2ccc3c(c2)OCO3)Cc2cc3cc4c(cc3[nH]c2=O)OCCO4)cc1
30: Cc1ccccc1C(=O)Nc1nc(-c2cccnc2)cs1

assay / entry,21,22,23,24,25,26,27,28,29,30
RPL19A TOR yeast,91,104,102,105,100,104,81,99,97,97
procasp3 activ,-5,-8,2,-2,-6,1,2,x,-4,-5
CIT2 TOR yeast,84,98,108,105,104,106,x,89,92,90
MEP2 TOR yeast,98,104,102,100,101,105,87,98,89,99
procasp7 counter,2,3,1,0,5,4,-6,x,9,-8
AGP1-GFP MLPCN,87,101,104,107,103,102,82,90,94,96
AHR act,2,-8,-1,1,0,-4,-1,x,10,24
LAP4 TOR yeast,x,115,103,113,101,94,79,94,96,104

31: COc1ccc(NC(=O)C2CCC(=O)N2S(=O)(=O)c2ccc(C)cc2)c(OC)c1 (configuration not stated)
32: CN(C(=S)NC(=O)Cc1ccccc1)c1ccccc1
33: O=C(Nc1c(C(=O)N2CCCCC2)cnn1-c1ccccc1)c1ccccc1
34: CCc1cc(=O)oc2cc(OCC(=O)NCCCN3CCCC3=O)ccc12
35: COc1cc(NC(=O)c2ccc(Cl)cc2)c2ncccc2c1
36: CN(C)CCNC(=O)Nc1ccc([N+](=O)[O-])cc1
37: CCOC(=O)C1=C(CC)Nc2ccccc2N=C1NC(=O)c1ccc(S(=O)(=O)N(C)C)cc1
38: C[C@@H](C(=O)OCC(=O)Nc1cc(S(=O)(=O)N2CCOCC2)ccc1Cl)N1C(=O)C2CCCCC2C1=O (some centres not stated)
39: O=C(Nc1ccc(S(=O)(=O)N2CCCC2)cc1)c1cc(=O)c2ccccc2o1
40: COc1ccc(NS(=O)(=O)c2ccc(C)c(C(=O)N3CC(C)OC(C)C3)c2)cc1 (configuration not stated)

assay / entry,31,32,33,34,35,36,37,38,39,40
RPL19A TOR yeast,97,96,103,95,114,108,92,101,96,98
procasp3 activ,4,-6,4,4,x,4,-10,-1,0,3
CIT2 TOR yeast,97,94,94,95,108,105,111,96,108,96
MEP2 TOR yeast,102,98,95,100,119,107,105,107,93,92
procasp7 counter,-2,-26,5,-2,x,8,-11,-10,-3,-1
AGP1-GFP MLPCN,101,87,110,23,107,107,110,91,101,100
AHR act,-1,-1,-1,5,x,-1,4,1,12,1
LAP4 TOR yeast,101,90,100,93,108,103,102,97,102,96

41: Cn1c(SCC(=O)N/N=C/C=C/c2ccco2)nc2ccccc21
42: Cc1nc2cc(-c3ccc(Cl)cc3)nn2c(C)c1CCC(=O)NCc1ccco1
43: O=C1Nc2ccccc2Nc2ncccc21
44: CCc1ccc(C(=O)COC(=O)c2cc([N+](=O)[O-])ccc2N2CCOCC2)cc1
45: CC(Sc1cccc[n+]1[O-])C(=O)Nc1cccc([N+](=O)[O-])c1 (configuration not stated)
46: Cc1cc2oc(=O)cc(CN(C)Cc3ccc(OC(F)F)cc3)c2cc1Cl
47: COc1cccc(C(c2sc3nc(C)nn3c2O)N2CCC3(CC2)OCCO3)c1 (configuration not stated)
48: Cc1oc(-c2ccccc2Cl)nc1CSc1nc2c(c(=O)[nH]1)CCC2
49: CCOC(=O)c1cc(C)n(S(=O)(=O)c2ccc(C)cc2)c1C
50: CCCn1c(C(O)c2ccc(OC)cc2)nc2ccccc21 (configuration not stated)

assay / entry,41,42,43,44,45,46,47,48,49,50
RPL19A TOR yeast,101,100,95,101,100,103,112,102,98,97
procasp3 activ,0,15,0,0,3,4,-1,1,-3,6
CIT2 TOR yeast,90,94,95,99,94,108,109,106,92,79
MEP2 TOR yeast,91,98,101,95,93,99,105,102,111,93
procasp7 counter,-9,-2,-7,-2,6,-7,1,4,-3,-4
AGP1-GFP MLPCN,94,101,97,102,95,98,109,102,100,95
AHR act,19,-13,1,1,1,2,2,6,1,1
LAP4 TOR yeast,91,114,104,109,112,117,103,93,118,93

51: CC(=O)Nc1ccc(N(C(=O)c2ccccn2)C(C(=O)NC2CCCCC2)c2ccc(F)cc2)cc1 (configuration not stated)
52: CC1CC(C)(C)NC(=S)N1CC(=O)NCc1ccc(F)cc1 (configuration not stated)
53: COc1ccc(C2CCCN2C(=O)Nc2ccccc2)cc1OC (configuration not stated)
54: Cc1cc(NS(=O)(=O)c2ccc(NC(=O)CSc3nnc(-c4ccco4)n3Cc3ccco3)cc2)nc(C)n1
55: CC(=O)Nc1cccc(N2CCCC2=O)c1
56: Cc1occc1C(=O)N1CCN(S(C)(=O)=O)CC1
57: COC(=O)c1cnc(SCc2ccc(Cl)cc2)n1C

assay / entry,51,52,53,54,55,56,57
RPL19A TOR yeast,100,100,98,99,100,102,94
procasp3 activ,0,0,7,-3,3,2,-3
CIT2 TOR yeast,103,95,91,94,99,98,91
MEP2 TOR yeast,101,96,85,167,99,110,106
procasp7 counter,0,11,7,-2,-3,9,15
AGP1-GFP MLPCN,104,108,96,93,97,103,110
AHR act,1,-2,-3,1,6,-2,-2
LAP4 TOR yeast,106,105,79,109,97,113,114

# Single records, from the list above:
# CC(=O)Nc1ccc(N(C(=O)c2ccccn2)C(C(=O)NC2CCCCC2)c2ccc(F)cc2)cc1 (configuration not stated) across the screens: RPL19A TOR yeast: 100; procasp3 activ: 0; CIT2 TOR yeast: 103; MEP2 TOR yeast: 101; procasp7 counter: 0; AGP1-GFP MLPCN: 104; AHR act: 1; LAP4 TOR yeast: 106
# Cc1cc(NS(=O)(=O)c2ccc(NC(=O)CSc3nnc(-c4ccco4)n3Cc3ccco3)cc2)nc(C)n1 across the screens: RPL19A TOR yeast: 99; procasp3 activ: -3; CIT2 TOR yeast: 94; MEP2 TOR yeast: 167; procasp7 counter: -2; AGP1-GFP MLPCN: 93; AHR act: 1; LAP4 TOR yeast: 109

# Sorted by length of the SMILES (largest number first): some entries from above
5: COCCN(C(=O)CCC(=O)Nc1ccccn1)C(C(=O)NCCC(C)C)c1ccc(F)cc1 (configuration not stated)
4: COc1ccc(-c2ccc(=O)n(CC(=O)Nc3cccc(O)c3)n2)cc1OC
32: CN(C(=S)NC(=O)Cc1ccccc1)c1ccccc1

assay / entry,5,4,32
RPL19A TOR yeast,105,102,96
procasp3 activ,-2,-3,-6
CIT2 TOR yeast,102,95,94
MEP2 TOR yeast,109,106,98
procasp7 counter,1,11,-26
AGP1-GFP MLPCN,99,100,87
AHR act,0,6,-1
LAP4 TOR yeast,95,102,90

# Screens as filed in PubChem.
